Screening data deposited in PubChem by National Center for Advancing Translational Sciences (NCATS).
A549 viability = A549 cytotoxicity, counter-screen for Nrf2 inhibitors; A549 ARE-Fluc cells, CellTiter-Fluor viability, 18-24 h; Potency, µM (titrated, usually from 46 µM), inactives show top-dose activity change, negative = cytotoxicity, usual class: inhibitors; 0.16% of 390,000 active; further: potency means the concentration at half of the fitted maximal effect; on the % scale 0 is the no-effect control and ±100 the full control effect
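A549 ARE-Fluc cells in 5% FBS OPTI-MEM, 5000 cells/well, rested 2 h then exposed to compounds in concentration-response for 18-24 h at 37 °C. Viability by CellTiter-Fluor fluorescence (Ex 405/Em 525) after 30 min; luciferase luminescence (BugLite, 15 min, RT) read afterwards.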
EPAC2 agonist = activates human EPAC2 exchange factor; Q8WZA2; EPAC2 activation, biochemical qHTS; response scale: 100% = 6.5 mM cAMP response; Potency, µM (titrated, usually from 154 µM), for inactives: at the top dose activation, actives largely listed as activators; 0.079% of 360,000 active; AID 720711; further: potency means the concentration at half of the fitted maximal effect; nearly all actives have a fitted effect of over 50% in size
Target sequence (Q8WZA2 whole entry, looked up): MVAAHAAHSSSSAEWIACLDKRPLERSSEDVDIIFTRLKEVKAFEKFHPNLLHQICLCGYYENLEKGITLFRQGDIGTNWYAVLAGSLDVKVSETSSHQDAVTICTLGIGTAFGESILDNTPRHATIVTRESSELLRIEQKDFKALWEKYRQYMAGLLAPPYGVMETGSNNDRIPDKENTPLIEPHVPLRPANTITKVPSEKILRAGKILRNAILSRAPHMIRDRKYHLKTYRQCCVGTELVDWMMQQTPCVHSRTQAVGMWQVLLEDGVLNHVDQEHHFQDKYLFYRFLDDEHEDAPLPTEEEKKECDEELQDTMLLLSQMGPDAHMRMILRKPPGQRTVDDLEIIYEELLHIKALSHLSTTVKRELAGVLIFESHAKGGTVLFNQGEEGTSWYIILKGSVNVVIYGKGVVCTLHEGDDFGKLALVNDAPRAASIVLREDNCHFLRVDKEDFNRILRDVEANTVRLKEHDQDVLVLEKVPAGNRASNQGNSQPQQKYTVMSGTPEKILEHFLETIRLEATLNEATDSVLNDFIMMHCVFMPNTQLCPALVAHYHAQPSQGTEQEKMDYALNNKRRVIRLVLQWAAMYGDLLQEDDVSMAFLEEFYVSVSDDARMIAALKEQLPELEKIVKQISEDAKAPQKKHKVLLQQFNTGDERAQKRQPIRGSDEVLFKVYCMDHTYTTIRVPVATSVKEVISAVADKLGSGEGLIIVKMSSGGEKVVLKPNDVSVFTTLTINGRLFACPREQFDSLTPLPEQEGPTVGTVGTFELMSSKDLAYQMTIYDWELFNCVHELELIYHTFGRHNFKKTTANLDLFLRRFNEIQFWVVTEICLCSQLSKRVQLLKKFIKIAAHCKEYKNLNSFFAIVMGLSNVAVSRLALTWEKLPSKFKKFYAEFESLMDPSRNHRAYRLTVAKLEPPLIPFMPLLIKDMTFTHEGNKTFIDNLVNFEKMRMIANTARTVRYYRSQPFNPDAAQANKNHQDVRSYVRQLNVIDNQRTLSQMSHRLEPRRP
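Compounds were added across a concentration range to EPAC2 (100 nM), RAP1B-BODIPY-GDP (250 nM) and GDP (50 uM). After 5 min at room temperature, fluorescence was recorded at 5-min intervals for 30 min.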
TGFb SMAD3 inh = inhibitors of TGF-b signaling; Potency, µM (series often up to 46.1 µM), inactives show top-dose activity, negative = inhibition, usual class: inhibitors; HepG2 CAGA-GFP TGF-b/SMAD3 reporter, GFP fluorescence, 18 h; TGF-beta stimulated, 500 pg/mL final; 1.2% of 410,000 active; further: potency means the concentration at half of the fitted maximal effect; on the % scale 0 is the no-effect control and ±100 the full control effect; nearly all actives have a fitted effect of over 65% in size
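Inhibition of TGF-beta-driven CAGA-GFP reporter expression in HEPG2 cells is measured by cellular GFP fluorescence after 18 h stimulation with 500 pg/mL recombinant TGF-beta in 1% FBS medium at 37 degrees C.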
Nrf2 ARE act = Nrf2 pathway activation; Potency, µM (top dose mostly 46.1 µM), inactives show top-dose activation, actives largely listed as activators; 0.31% of 410,000 active; AREc32 ARE-luciferase reporter (MCF7-derived line), luminescence, 24 h; AID 624171; further: potency means the concentration at half of the fitted maximal effect; % of control where 0% means no effect; nearly all actives have a fitted effect of over 65% in size
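Each well held 1000 AREc32 cells, which were incubated with compound for 24 hr at 37 deg C after overnight attachment, and ARE reporter activity was quantified by firefly luciferase luminescence.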
ATXN2 expr inh = inhibitors of ATXN2 expression | HEK-293 ATXN2-luciferase reporter, luminescence, 24 h | 0.72% of 360,000 active | Potency, µM (titrated, usually from 57 µM), for the others: at the highest dose activity change, negative = inhibition, hits mostly inhibitors; further: potency means the concentration at half of the fitted maximal effect; on the % scale 0 is the no-effect control and ±100 the full control effect; nearly all actives have a fitted effect of over 55% in size
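qHTS (up to 57 uM final) was run with 24 h compound exposure of reporter cells at 37 °C. Each well was multiplexed: SteadyGlo luminescence measured ATXN2-luciferase expression after a fluorogenic Gly-Phe-AFC viability readout (25 uM final).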
S2 tox = reduces viability in counter-screen for ATXN expression inhibitors | S2 cells (HEK-293 line with an ATXN2-luciferase reporter) viability, CellTiter-Fluor protease fluorescence, 24 h | Potency, µM (highest dose often 56.7 µM), hits mostly cytotoxic | 0.49% of 400,000 active; further: potency means the concentration at half of the fitted maximal effect; nearly all actives have a fitted effect of over 40% in size
Nrf2 block = blocks Nrf2 signaling; AID 504444; A549 ARE-Fluc reporter, luciferase luminescence, 18-24 h; 2.1% of 360,000 active; Potency, µM (doses to about 46 µM), without a hit: at the top dose activity change, negative = inhibition, actives largely listed as inhibitors; further: potency means the concentration at half of the fitted maximal effect; on the % scale 0 is the no-effect control and ±100 the full control effect; nearly all actives have a fitted effect of over 60% in size
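Concentration-response testing used A549 ARE_Fluc cells at 5000 cells/well. Following an 18-24 h compound incubation, viability was read by fluorescence (Ex 405/Em 525) and luciferase output by luminescence.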
IL2 activator = IL-2 activation; IL-2 activation reporter assay, cell-based qHTS; stimulated with anti-CD3/CD4/CD28 beads; in transgenic mouse T cells; activation, % (series mostly up to about 46 µM); 0.065% of 360,000 active; AID 652025; in the data active means activation above about 50%; inconclusive means mostly about 30% to 49%; further: 0% is about no effect
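Quantitative HTS in unstimulated transgenic mouse T cells, with memory T cells as non-tolerant control and PMA/ionomycin as tolerance-bypass control. Compound pretreatment lasted 60 minutes before 18 h bead stimulation; EGFP/DsRed fluorescence read.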
HepG2 tox = HepG2 cytotoxicity, counter-screen for TGF-b inhibitors. 0.76% of 410,000 active. Potency, µM (doses to about 46.1 µM), for inactives: at the highest dose activity change, negative = cytotoxicity, actives largely listed as cytotoxic. HepG2 CAGA-GFP viability, ATP luminescence, 18 h; further: potency means the concentration at half of the fitted maximal effect; some results filed as inactive show a strong effect at the top dose
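HepG2 CAGA-GFP cells (1000/well, DMEM with 1% FBS) received compound, then TGF-beta at 500 pg/mL final, and were incubated 18 hours at 37 degrees C. Viability was read by CellTiter-Glo luminescence. Media-only wells were set as complete cell-killing and DMSO as no toxicity.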
* marks the source's active call; other numbers are inactive results; i = inactive; ? = inconclusive; · = not tested or not shown; & = joins results of further samples; [ ] = another dose, or the depositor's remark. Unless noted, the call rests on the fitted dose curve; in most records, active means well fitted curve in the direction sought with a large enough effect; inconclusive means small, poorly fitted or top-dose-only effect, or another doubt; inactive means no such curve, though single readings can be large; an effect the other way counts as inactive or inconclusive. Rows are unselected (roughly 4.3% active in at least one column).

A first look:
mol	A549 viability	EPAC2 agonist	TGFb SMAD3 inh	Nrf2 ARE act	ATXN2 expr inh	S2 tox	Nrf2 block	IL2 activator	HepG2 tox
CCc1nc(SCC(=O)NCc2ccccc2)c2c(=O)n(C)c(=O)n(C)c2n1	2%	22%	-3%	-0.4%	0%	i	9%	-2.2	-11%
Cc1oc(-c2ccccc2Cl)nc1CS(=O)CC(=O)N1CCN(c2cccc(C(F)(F)F)c2)CC1 (stereo not drawn)	6%	·	11µM*	-4.8%	·	·	·	·	-105%
O=C1Nc2ccccc2N=C(c2ccccc2)C1Br (stereo not drawn)	2%	15%	-2%	4.8%	4%	i	?	-0.1	-2%
Cc1cc(N2CCN(S(=O)(=O)c3ccc(Cl)cc3)CC2)c2ccccc2n1	-22%	21%	14µM*	0.0%	?	?	21µM*	0.4	10µM*
CCCc1cc2c(=O)c(-c3nc4ccccc4s3)c(COCC(=O)O)oc2cc1O	-8%	1%	11%	6.4%	43%[activator]	i	8%	-0.4	1%

Main list, repeating the preview:
mol	A549 viability	EPAC2 agonist	TGFb SMAD3 inh	Nrf2 ARE act	ATXN2 expr inh	S2 tox	Nrf2 block	IL2 activator	HepG2 tox
CCc1nc(SCC(=O)NCc2ccccc2)c2c(=O)n(C)c(=O)n(C)c2n1	2%	22%	-3%	-0.4%	0%	i	9%	-2.2	-11%
Cc1oc(-c2ccccc2Cl)nc1CS(=O)CC(=O)N1CCN(c2cccc(C(F)(F)F)c2)CC1 (stereo not drawn)	6%	·	11µM*	-4.8%	·	·	·	·	-105%
O=C1Nc2ccccc2N=C(c2ccccc2)C1Br (stereo not drawn)	2%	15%	-2%	4.8%	4%	i	?	-0.1	-2%
Cc1cc(N2CCN(S(=O)(=O)c3ccc(Cl)cc3)CC2)c2ccccc2n1	-22%	21%	14µM*	0.0%	?	?	21µM*	0.4	10µM*
CCCc1cc2c(=O)c(-c3nc4ccccc4s3)c(COCC(=O)O)oc2cc1O	-8%	1%	11%	6.4%	43%[activator]	i	8%	-0.4	1%
O=C(NNc1nc(=O)c2cccnc2s1)c1ccccc1O	-19%	5%	1%	2.1%	-29%[11.3 µM]	i	-17%	-0.3	-27%
CCCCN(C)CCNC(=O)CN1C(=O)CSc2ccc(S(=O)(=O)N3CCCC3)cc21	18%	3%	1%	0.2%	2%	i	22%	3.1	2%
S=C1NC2=C(CCC/C2=C\c2ccccc2)C(c2ccccc2)N1 (stereo not drawn)	-1%	20%	?	0.7%	-3%	i	-20%	-0.5	-32%
Cc1ccc(C)c(C(C)NC(=O)CC#N)c1 (stereo not drawn)	14%	0%	5%	-0.4%	·	i	?	-1.8	1%
CC(C)c1ccc(NC(=S)N2CCN(S(=O)(=O)c3ccccc3)CC2)cc1	8%	-5%	?	-0.2%	-13%	i	?	-1.5	-7%
CCOc1ccc(CCN2C(=S)N([C@@H](CC(C)C)CN3CCC[C@@H]3CN3C(=S)NC[C@@H]3CC(C)C)C[C@@H]2CC(C)C)cc1	·	0%	-14%	-1.0%	-31%	?	·	-0.9	1%
CCCc1c(-c2ccc(F)cc2F)ncn1Cc1ccccc1OC	·	12%	·	-1.4%	0%	?	·	-0.8	·
CCOC(=O)c1cnc2c(OC)cccc2c1Oc1ccccc1	-5%	9%	?	-0.7%	2%	i	-2%	-2.8	-23%
CN(C)Cc1ccccc1Sc1ccc(O)cc1O	13%	3%	13%	-0.2%	2%	i	-2%	-0.3	-14%
Cc1nnc(SCC(=O)Nc2sc3c(c2C#N)CCCC3)[nH]c1=O	0%	13%	?	2.2%	-23%	i	·	2.3	-33%
CC(NC(=S)Nc1ccc(OC(F)F)cc1)c1ccc(F)cc1 (stereo not drawn)	0%	10%	?	0.1%	·	?	-7%	-2.4	-48%
CNc1cncc(-c2cc(OC)ccc2OC)n1	·	10%	-2%	8.5%	4%	i	·	0.3	-33%
Clc1ccc(Cn2cc(/C=N/n3cnnc3)c3ccccc32)cc1	-8%	0%	?	5.2%	-23%	i	·	-0.5	-53%
CC1=CC(C)(C)N2C(=O)C3(SCC(=O)N3c3ccc(F)cc3)c3cc(C)cc1c32 (stereo not drawn)	0%	9%	?	5.7%	?	i	·	-2.6	-38%
O=C(NCc1ccccc1)c1ccc(Br)cc1Br	9%	-2%	?	2.8%	18%	i	19%	0.9	3%
CN(CC(=O)Nc1ccccc1F)S(=O)(=O)c1ccc2c(c1)n(C)c(=O)c(=O)n2C	-8%	4%	9%	-0.9%	·	?	-6%	0.3	32%
Cc1ccc(/C=C/C(=O)Nc2cc(S(=O)(=O)N3CCCCCC3)ccc2OCC(F)(F)F)o1	-2%	0%	1%	2.6%	-18%	i	17%	0.4	-4%
O=C(Cn1ccc([N+](=O)[O-])n1)NCc1ccccc1	6%	11%	0%	-0.6%	-10%	·	-4%	-3.0	2%
CC(=O)N1CCc2cc(N=NC3=C(O)CCCC3=O)ccc21	-10%	-3%	10%	-0.5%	-35%	?	?	-1.2	6%
COc1cc(NC(=O)Cn2ncc3c(=O)oc4ccccc4c32)cc(OC)c1OC	-1%	·	-7%	-0.1%	0%	i	-9%	·	-5%
Cn1c(CSc2ncccn2)nnc1SCC(=O)N1CCCCCC1	9%	2%	-7%	-0.5%	-19%	i	10%	0.8	-31%
O=C(COC(=O)c1ccc(Cl)nc1)c1ccc2c(c1)OCCO2	7%	9%	-3%	3.6%	16%	i	6%	-0.2	-5%
COc1ccc(C(=O)COC(=O)C(O)c2ccccc2)c(OC)c1 (stereo not drawn)	0%	1%	6%	0.4%	·	?	15%	-0.2	-6%
COC(=O)c1c(NC(=O)COc2ccccc2Cl)sc2c1CCC(C(C)(C)C)C2 (stereo not drawn)	-2%	·	0%	-1.2%	5%	i	12%	·	0%
Cc1cc(=O)n(CC(C)O)c(O)c1C#N (stereo not drawn)	0%	-2%	3%	-0.5%	-6%	i	-10%	0.4	-11%
COc1cc(C2CC(=O)Oc3c(C(CCN4CCN(c5ccccc5)CC4)c4ccc(N(C)C)cc4)c(OC)cc(OC)c32)cc(OC)c1OC (stereo not drawn)	-4%&-10%	7%	-9%&-6%	0.7%	-7%	i	-14%&-16%	-2.2	-10%&-5%
CCOC(=O)/C(C#N)=C/c1c(Oc2cccc(C)c2)nc2c(C)cccn2c1=O	0%	5%	-2%	0.3%	-4%	?	11%	16	-1%
COc1ccc(CN(C)S(=O)(=O)c2nnc(NC(=O)c3cccc(F)c3)s2)cc1	-2%	-7%	?	0.3%	-6%	i	2%	-1.5	-30%
CCOc1ccc(NC(=O)Cn2c(=O)n(CCCC(=O)NCc3ccc4c(c3)OCO4)c(=O)c3ccccc32)cc1	1%	·	40%[activator]	-1.0%	5%	i	-9%	·	6%
CC1(C(=O)NCc2ccc(Cl)cc2)CCN1C(=O)Cc1cccc2ccccc12 (stereo not drawn)	·	10%	?	0.5%	0%	?	·	0.7	-25%
CC(=O)Nc1ccc(CN(C)c2c(C)nc3ccc(C(=O)NC4CCN(Cc5ccccc5)CC4)cn23)cc1	·	1%	-3%	3.7%	-22%	i	·	0.9	-21%
CC(=O)Nc1ccc(NC(=O)CSc2nccn2Cc2ccco2)cc1	-3%	-7%	3%	3.3%	7%	i	1%	-3.2	-3%
CCCOc1ccc(C(=O)NCCC(=O)NCCCC(=O)O)cc1	4%	-2%	6%	-0.2%	2%	i	3%	1.5	37%
COc1ccc(C(=O)c2coc3c2C(=O)C(=O)c2ccccc2-3)cc1	-1%	9%	?	22%	-23%	?	5%	1.3	-33%
COCc1nc(-c2ccc(-c3ccccc3)nc2OC)no1	-5%	12%	-10%	2.3%	-12%	i	?	-1.0	-12%
CCOC(=O)c1c(-c2ccccc2)oc2ccc(NS(=O)(=O)c3ccc(C(C)C)cc3)cc12	-6%	·	?	-1.2%	-38%	?	?	·	-62%
COc1ccc(/C=C/C(=O)c2ccc[nH]2)c(OC)c1OC	1%	5%	35%[activator]	?	62%[activator]	i	22%	2.3	-19%
Cc1ccc2c(c1)NC(=O)C(CC(=O)NCCCN1CCCC1=O)O2 (stereo not drawn)	6%	14%	-2%	-0.6%	-9%	i	9%	1.0	2%
COc1ccc(C2/C(=C(/O)c3ccc(C)cc3)C(=O)C(=O)N2CC2CCCO2)cc1OC (stereo not drawn)	-5%	7%	4%	-0.2%	7%	?	26%	0.7	1%
CCCN1CCN(CCCNC(=O)c2cc3c(=O)n(CC)c4ccccc4c3s2)CC1	12%	·	?	19%	?	?	3%	·	-42%
CCn1c(=O)c2sccc2n2c(CCCC(=O)N3CCN(c4cccc(Cl)c4)CC3)nnc12	6%	·	-13%	3.4%	-31%	i	·	·	-17%
